Screening results as filed in PubChem.
Mtb FBA inh = Mtb FBA enzyme inhibitors, primary screen, biochemical, fluorescence, strain H37Rv; purified M. tuberculosis FBA, fluorescence read-out; inhibition, % at 1 µM; 360,000 compounds, 2.3% hits; AID 588726, 2011; in the data active = inhibition above about 27%;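 also: 0% = vehicle and 100% = reference inhibitor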
Target sequence (P9WQA3 whole entry, looked up): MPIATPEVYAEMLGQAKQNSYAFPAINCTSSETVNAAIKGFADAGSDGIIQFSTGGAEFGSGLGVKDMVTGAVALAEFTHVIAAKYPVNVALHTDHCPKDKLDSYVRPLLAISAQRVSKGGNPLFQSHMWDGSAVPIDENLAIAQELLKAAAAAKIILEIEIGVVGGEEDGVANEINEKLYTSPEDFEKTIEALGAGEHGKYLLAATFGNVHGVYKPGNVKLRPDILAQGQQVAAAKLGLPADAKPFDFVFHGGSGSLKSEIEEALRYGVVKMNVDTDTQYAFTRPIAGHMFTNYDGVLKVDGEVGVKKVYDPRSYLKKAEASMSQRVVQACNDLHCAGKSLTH
BoNT-F LC inh = BoNT/F light chain protease inhibitors, primary screen, biochemical, flow cytometry, MLPCN library. Botulinum neurotoxin type F light chain protease (Clostridium botulinum). Multiplex microsphere protease cleavage assay. inhibition, % at 10 µM. 360,000 compounds, 0.22% hits. AID 588497, 2011; in the data active = inhibition above about 35%, passing the limit was not always enough; inconclusive = no clear call, values can overlap the other calls; also: plate controls were buffer without enzyme for full effect and enzyme alone for no effect
FadD28 FP inh = inhibitors of FadD28 bisubstrate probe binding, primary screen, biochemical, fluorescence polarization, single point | Mycobacterium tuberculosis FadD28 fatty-acid-AMP ligase | inhibition, % at 12.5 µM | 360,000 compounds, 0.22% hits | AID 588549, 2011; in the data active = inhibition above about 8.5%, passing the limit was not always enough; inconclusive = no clear call, values can overlap the other calls
BoNT A protease = BoNT/A light chain protease inhibitors, primary screen, biochemical, flow cytometry, MLPCN library; Botulinum neurotoxin type A light chain protease (Clostridium botulinum A str. ATCC 3502); multiplex microsphere protease substrate cleavage; inhibition, % at 10 µM; 360,000 compounds, 0.17% hits; AID 588499, 2011; in the data active = inhibition above about 30%; inconclusive = no clear call, values can overlap the other calls; also: plate controls were buffer without enzyme for full effect and enzyme alone for no effect
CCHFV vOTU inh = CCHFV vOTU protease inhibitors, primary screen, biochemical, Pep-AMC substrate, fluorescence. inhibition, % at 11.5 µM. 370,000 compounds, 0.55% hits. AID 651958, 2012; also: 0% = vehicle wells with enzyme and 100% = no enzyme wells
Mtb BioA inh = M. tuberculosis BioA enzyme inhibitors, primary screen, biochemical, plate reader, single point, HTS. 360,000 compounds, 0.096% hits. inhibition, % at 9.99 µM. purified M. tuberculosis BioA enzyme; in the data active = inhibition above about 40%; inconclusive = no clear call, values can overlap the other calls
PrPC TRFRET = inhibitors of human cell surface prion protein PrPC, primary screen, cell-based, TR-FRET | Major prion protein (Homo sapiens), P04156 | 370,000 compounds, 0.43% hits | TR-FRET read-out | inhibition, % at 13.8 µM; in the data active = inhibition above about 24%; also: 0% = median of the test wells and 100% = reference compound wells
UGM FP inh = M. tuberculosis UGM enzyme inhibitors, primary screen, biochemical, fluorescence polarization, single point | purified UGM, fluorescence polarization probe displacement | inhibition, % at 10 µM | 320,000 compounds, 0.06% hits | AID 504406, 2011; in the data active = inhibition above about 10%, passing the limit was not always enough; inconclusive = no clear call, values can overlap the other calls
Target sequence (P9WIQ1 whole entry, looked up): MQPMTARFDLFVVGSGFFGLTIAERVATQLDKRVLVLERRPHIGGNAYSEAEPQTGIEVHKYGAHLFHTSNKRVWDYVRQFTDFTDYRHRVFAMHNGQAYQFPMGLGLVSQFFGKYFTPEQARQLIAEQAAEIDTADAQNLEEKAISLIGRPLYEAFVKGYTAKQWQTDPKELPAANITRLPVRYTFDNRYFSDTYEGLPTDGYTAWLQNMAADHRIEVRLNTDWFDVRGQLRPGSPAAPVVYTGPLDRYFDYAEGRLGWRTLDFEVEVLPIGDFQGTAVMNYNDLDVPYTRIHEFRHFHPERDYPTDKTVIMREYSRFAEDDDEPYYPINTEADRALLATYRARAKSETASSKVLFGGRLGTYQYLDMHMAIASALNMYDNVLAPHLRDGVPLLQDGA
GDH-TPI counter = GDH-TPI coupling enzyme inhibitors, primary screen, artefact control for M. tuberculosis FBA inhibitor project, biochemical, absorbance, full deck; GDH-TPI coupled enzyme counterscreen, NADH absorbance; 360,000 compounds, 1.2% hits; inhibition, % at 4.8 µM;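 also: 0% = DMSO wells and 100% = wells lacking the enzyme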
Starred values were filed as active, the others as inactive; ? = inconclusive; nt = not tested or not shown; & = joins results of further samples. Rule as the data show it, unless noted: active = inhibition above about 30%; inactive = the rest. Hits appear at their usual frequency. About 4.8% of those tested had a hit in this group.

| Structure | Mtb FBA inh | BoNT-F LC inh | FadD28 FP inh | BoNT A protease | CCHFV vOTU inh | Mtb BioA inh | PrPC TRFRET | UGM FP inh | GDH-TPI counter |
| --- | --- | --- | --- | --- | --- | --- | --- | --- | --- |
| COc1ccc(NC(=O)Nc2cccc(C(=O)N3CCOCC3)c2)cc1OC | 1.4 | 2.3 | -1.3 | -0.1 | 12.8 | -0.7 | 6.1 | 1.1 | 1.0 |
| CC1(C)C2CCC1(C)C(OCC[N+](C)(C)CC(=O)OC1CCCCC1)C2 (stereo not drawn) | 5.5 | -2.1 | -2.4 | 0.0 | 2.2 | -0.9 | 13.4 | -2.0 | 0.3 |
| O=S(=O)(Cc1ccccc1)N1CCN(Cc2ccc3c(c2)OCO3)CC1 | -0.5 | -2.9 | -2.4 | 0.2 | 0.7 | -0.7 | 4.3 | -0.1 | 10.1 |
| CCOc1cc(OCC)cc(C(=O)N2CCC[C@H]2C(=O)N2CCC[C@H]2C(=O)NCc2ccc(F)cc2F)c1 | nt | -2.5 | nt | -0.5 | 4.7 | nt | -3.0 | nt | nt |
| CCc1nc2ccccc2c(NC(=O)CN2CCC(C)CC2)c1C | -0.6 | ? | -1.8 | -0.9 | 11.0 | -4.4 | 2.1 | -0.2 | 2.2 |
| O=C(Cn1cnc2c(nnn2Cc2ccc(F)cc2)c1=O)NCc1ccc2c(c1)OCO2 | 1.9 | -2.6 | -0.9 | -0.4 | 9.3 | -1.3 | -0.8 | -4.4 | 3.4 |
| CCOC(=O)C1=C(C)Nc2nc(SCc3cccnc3)nn2C1c1ccc(OC)cc1 (stereo not drawn) | -1.6 | 0.7 | -3.3 | -0.6 | 0.3 | -0.8 | -4.8 | -0.4 | 0.0 |
| Cc1ccc(CNC(=O)CCS(=O)(=O)c2ccc3c(c2)NC(=O)CO3)cc1 | 0.2 | 1.0 | 0.7 | 1.9 | 13.2 | -0.8 | 0.9 | -1.8 | -0.8 |
| CC(=O)c1c(Nc2ccc3c(c2)OCCO3)oc(C)cc1=O | -0.3 | 2.6 | -1.9 | -0.6 | 8.1 | 0.8 | 5.2 | -1.5 | 5.9 |
| CC(C)Cc1nc2ccc(N)cc2[nH]1 | -2.0 | -8.2 | -0.8 | -1.8 | -11.2 | 3.9 | 0.2 | -1.3 | 0.3 |
| CC12CCC(=O)N1C(C(=O)NNC(=O)c1ccc(Br)cc1)CS2 (stereo not drawn) | 6.4 | -3.2 | -2.3 | -0.6 | -2.1 | 0.2 | -5.9 | -2.3 | 2.1 |
| COc1ccc(OC)c(NC(=O)CSc2ncccn2)c1 | 0.1 | 8.2 | 0.8 | ? | 2.8 | -1.7 | 5.3 | -0.7 | 3.4 |
| Cc1ccc(NC(=O)CN(C)CC(=O)Nc2ccc3c(c2)OCO3)cc1 | -1.9 | -5.0 | -3.9 | -0.8 | -14.1 | 4.0 | 2.3 | nt | -7.1 |
| Cc1cccc(OCC(=O)N2CCN(Cc3ccc([N+](=O)[O-])cc3)CC2)c1 | 1.9 | -7.0 | 0.7 | -0.3 | 15.0 | 1.8 | -18.6 | -1.9 | 1.2 |
| CC(C)N(C(=O)Cn1c(SCC(=O)Nc2nccs2)nc2ccccc21)C(C)C | 2.3 | -1.8 | -0.8 | 0.3 | -5.2 | nt | 3.0 | 0.2 | -11.3 |
| Cc1cn([C@H]2C[C@H](O)[C@@H](COS(=O)(=O)O)O2)c(=O)[nH]c1=O | 7.4 | -5.7 | -1.9 | 0.9 | 5.0 | -1.2 | 9.4 | 4.0 | 7.6 |
| O=C(CNC(=O)c1ccco1)Nc1ccc(Br)cc1 | -1.4 | -3.6 | -1.2 | -2.7 | 9.6 | -1.0 | 4.7 | 0.6 | -5.0 |
| O=C(COC(=O)/C=C/c1cccs1)Nc1nc(-c2cccc(Br)c2)cs1 | -10.0 | -1.1 | -2.7 | 0.3 | -2.2 | -0.3 | -1.1 | -2.2 | 2.4 |
| O=C(COc1ccc(Cl)cc1)Nc1ccc2oc(-c3ccncc3)nc2c1 | 0.3 | -18.3 | -0.6 | 0.2 | 4.3 | -2.9 | 4.1 | -1.0 | 8.7 |
| CC(=O)C1=C(O)C(=O)N(c2ccc(O)cc2)C1c1ccc(F)cc1 (stereo not drawn) | 0.0 | -29.0 | nt | -4.5 | -2.0 | -0.7 | -2.1 | 0.0 | 11.0 |
| NS(=O)(=O)c1cccc(NC(=O)COC(=O)c2ccc(S(=O)(=O)N3CCOCC3)cc2)c1 | 4.3 | 0.9 | -1.1 | 1.0 | 0.5 | 0.2 | 7.7 | nt | 11.2 |
| CCCN1C2CCCC1CC(NC(=O)c1cccc(OC)c1)C2 (stereo not drawn) | 0.2 | 34.7* | -2.5 | -2.7 | 3.4 | -1.1 | -2.3 | -1.0 | 10.4 |
| CCN(CC(=O)Nc1c(F)cccc1F)C(=O)C1CCN(C(=O)c2ccc(F)cc2)CC1 | 0.7 | 1.5 | -0.1 | -1.3 | 6.5 | -1.3 | -8.2 | 5.1 | 2.4 |
| O=C(O)c1ccc(S(=O)(=O)Nc2cccc(CP(=O)(c3ccccc3)c3ccccc3)c2)cc1 | 0.4 | -1.9 | -1.4 | -1.1 | -4.9 | -1.9 | -8.2 | 0.7 | 3.8 |
| COc1ccc(CNC(=O)c2ccc[nH]2)cc1Cl | 0.8 | -2.4 | -1.1 | 0.3 | -13.3 | -0.1 | -4.0 | 0.3 | -9.2 |
| Cc1ccc(-c2nn(-c3ccccc3)cc2/C=C(\C#N)c2cccc(C#N)c2)o1 | 2.2 | -12.0 | 1.7 | -0.7 | nt | -1.6 | nt | 2.1 | -4.3 |
| CN(Cc1ccccc1F)C(=O)CNC(=O)Cc1cccc2ccccc12 | -1.3 | 2.9 | -2.9 | 1.5 | -0.9 | 1.4 | -4.1 | -0.6 | -1.4 |
| Cc1cc(-c2ccccc2)[nH]c(=O)c1S(=O)(=O)c1ccc(Cl)cc1 | 20.2 | -1.1 | -2.8 | -0.3 | 8.0 | nt | 3.9 | -0.8 | -2.8 |
| CC1Cc2ccccc2N1Cc1nc2cc(C(F)(F)F)ccc2c(=O)[nH]1 (stereo not drawn) | -1.5 | -5.4 | -4.5 | 1.0 | 1.7 | nt | -2.9 | 3.9 | 0.8 |
| O=C(Nc1cccnc1)C1Cc2c(-c3ccc4c(c3)OCO4)ccnc2O1 (stereo not drawn) | 54.4* | 0.9 | 0.7 | -0.2 | -0.5 | 23.0 | 13.7 | nt | 1.8 |
| Cc1ccc(-c2nnn(CC(=O)N(Cc3cccs3)C(C(=O)NC3CCCC3)c3ccco3)n2)o1 (stereo not drawn) | -3.0 | 0.7 | -2.0 | -1.1 | 2.4 | -1.7 | 3.2 | -1.1 | 21.8 |
| CCn1c(=O)c([N+](=O)[O-])c(N2CCSCC2)c2ccccc21 | -2.4 | ? | -3.4 | -3.4 | 0.8 | 5.1 | 9.8 | -1.4 | 3.5 |
| COc1ccc(/C=C2\SC(=S)N(CCC(=O)Nc3cccc(C(=O)O)c3)C2=O)cc1OC | 0.0 | ? | -0.9 | -4.0 | -4.6 | 1.7 | -1.4 | 5.3 | 0.0 |
| CCc1cccc(CC)c1N(COC)C(=O)Cn1c(C(C)O)nc2ccccc21 (stereo not drawn) | 1.7 | -15.4 | 0.8 | -1.6 | -7.1 | nt | 5.1 | -0.5 | 12.5 |
| Cc1ccccc1OCC(=O)NC(=S)Nc1ccc(N2CCCC2)cc1 | 0.5 | -3.0 | -2.2 | 0.9 | -2.9 | nt | 3.4 | -2.4 | 8.8 |
| COC(=O)c1sccc1NC(=O)Nc1cccc(C)c1C | -2.2 | 2.2 | -2.5 | -1.3 | -16.6 | -3.7 | 5.5 | 0.2 | 0.3 |
| CCSc1nnc(Cc2cc(=O)[nH]c(=O)[nH]2)n1-c1ccc(Cl)cc1 | -1.1 | -4.8 | -1.7 | -1.1 | 3.2 | -1.1 | 9.8 | 0.1 | 2.8 |
| O=C(O)C1=C[C@@H](c2ccccc2)C[C@@H](OCc2ccc(CO)cc2)O1 | 2.6 | -4.7 | -4.7 | -0.3 | 1.8 | 0.8&1.3 | -0.1 | 0.6 | -7.7 |
| Cc1ccc(C)c(C(C)NC(=O)c2ccc(Br)o2)c1 (stereo not drawn) | 2.0 | 0.0 | -0.9 | -0.1 | 4.4 | nt | 9.3 | -0.6 | 4.3 |
| COc1ccc(CCNc2ncnc3sccc23)cc1OC | 0.7 | -4.6 | -6.4 | 0.4 | -10.7 | nt | 22.1 | -3.9 | -1.2 |
| O=C(NCCS(=O)(=O)N1CCN(c2cccc(Cl)c2)CC1)C1CC1 | -0.5 | ? | -5.3 | -5.0 | 3.6 | 0.7 | 2.7 | -0.2 | -4.5 |
| Cn1c(=O)c2c(nc(NCCNC(=O)c3ccco3)n2Cc2ccccc2Cl)n(C)c1=O | -6.9 | -2.1 | -0.9 | -0.6 | 0.2 | -1.1 | 1.2 | 1.1 | 9.5 |
| CC(=O)N1c2ccc(S(=O)(=O)N3CCC(C(=O)Nc4cccc(C)n4)CC3)cc2CC1C (stereo not drawn) | -0.1 | 8.0 | -2.2 | -1.5 | -13.5 | 0.8 | 13.0 | 2.8 | 5.1 |
| COc1ccc(S(=O)(=O)N2CCCCC2)cc1NC(=O)C1CC1 | -2.5 | 0.9 | -2.3 | 0.3 | 11.3 | 1.1 | 8.8 | 3.6 | 0.0 |
| CCOC(=O)C1CCN(CC(O)COc2ccc(S(=O)(=O)N3CCCC3)cc2[N+](=O)[O-])CC1 (stereo not drawn) | 3.7 | -8.7 | -2.1 | -1.4 | -1.2 | -4.8 | -2.8 | nt | 1.4 |
| CS(=O)(=O)N(CC(=O)Nc1ccc2c(c1)OCO2)c1ccc(Cl)cc1 | -9.8 | 4.7 | -4.0 | -1.1 | -16.1 | 4.0 | 1.9 | 0.8 | -9.9 |
| CCc1nnc(NC(=O)C2CC(=O)N(c3ccc(C)cc3)C2)s1 (stereo not drawn) | -4.8 | 2.7 | -1.9 | 1.4 | 4.2 | -1.5 | -2.2 | 0.8 | 0.0 |
| CCOC(=O)/C=C/C(=O)Nc1ccc(S(=O)(=O)Nc2cc(OC)nc(OC)n2)cc1 | -2.2 | 4.5 | -3.7 | -0.2 | 2.7 | -0.3 | -3.2 | nt | 8.8 |
| COc1ccc(/C=C2\SC(=N)N(c3ccc(F)cc3)C2=O)cc1 | -0.4 | -1.9 | -2.3 | -0.1 | -1.3 | nt | 3.9 | 4.9 | 4.3 |
| CN(CC(=O)NCc1ccc(F)cc1)S(=O)(=O)c1ccc(Br)s1 | -1.4 | 23.0 | -0.5 | -0.6 | 9.6 | -3.9 | 0.2 | 1.3 | 0.0 |
| NS(=O)(=O)c1ccc(CNC(=O)c2ccc(Cl)c([N+](=O)[O-])c2)cc1 | -1.2 | -2.0 | -1.9 | 0.6 | -2.1 | nt | -27.0 | -3.4 | 2.6 |
| C=CCN=C1SC(CC)C(=O)N1S(=O)(=O)c1ccc(C)cc1 (stereo not drawn) | 4.8 | -1.9 | 0.5 | 0.6 | 2.5 | -0.1 | 13.1 | 0.0 | -0.4 |

Entries from the list above that have a COOH group (3):
| Structure | Mtb FBA inh | BoNT-F LC inh | FadD28 FP inh | BoNT A protease | CCHFV vOTU inh | Mtb BioA inh | PrPC TRFRET | UGM FP inh | GDH-TPI counter |
| --- | --- | --- | --- | --- | --- | --- | --- | --- | --- |
| O=C(O)c1ccc(S(=O)(=O)Nc2cccc(CP(=O)(c3ccccc3)c3ccccc3)c2)cc1 | 0.4 | -1.9 | -1.4 | -1.1 | -4.9 | -1.9 | -8.2 | 0.7 | 3.8 |
| COc1ccc(/C=C2\SC(=S)N(CCC(=O)Nc3cccc(C(=O)O)c3)C2=O)cc1OC | 0.0 | ? | -0.9 | -4.0 | -4.6 | 1.7 | -1.4 | 5.3 | 0.0 |
| O=C(O)C1=C[C@@H](c2ccccc2)C[C@@H](OCc2ccc(CO)cc2)O1 | 2.6 | -4.7 | -4.7 | -0.3 | 1.8 | 0.8&1.3 | -0.1 | 0.6 | -7.7 |
